TRPC6 inh = inhibitors of mouse TRPC6 channel; hit rate 1.1% among 310,000; Q61143; B-score at 10 µM; HEK293-TRPC6, membrane potential dye, ACh-evoked depolarization; stronger effect = lower value;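 active means B-score under library mean minus 3 SD, initial fluorescence not abnormally high, positive integrated signal ratio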;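 further: B-score derived from integrated fluorescence ratio over the kinetic read; more negative B-score means stronger inhibition of depolarization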
Target sequence (Q61143 whole entry, looked up): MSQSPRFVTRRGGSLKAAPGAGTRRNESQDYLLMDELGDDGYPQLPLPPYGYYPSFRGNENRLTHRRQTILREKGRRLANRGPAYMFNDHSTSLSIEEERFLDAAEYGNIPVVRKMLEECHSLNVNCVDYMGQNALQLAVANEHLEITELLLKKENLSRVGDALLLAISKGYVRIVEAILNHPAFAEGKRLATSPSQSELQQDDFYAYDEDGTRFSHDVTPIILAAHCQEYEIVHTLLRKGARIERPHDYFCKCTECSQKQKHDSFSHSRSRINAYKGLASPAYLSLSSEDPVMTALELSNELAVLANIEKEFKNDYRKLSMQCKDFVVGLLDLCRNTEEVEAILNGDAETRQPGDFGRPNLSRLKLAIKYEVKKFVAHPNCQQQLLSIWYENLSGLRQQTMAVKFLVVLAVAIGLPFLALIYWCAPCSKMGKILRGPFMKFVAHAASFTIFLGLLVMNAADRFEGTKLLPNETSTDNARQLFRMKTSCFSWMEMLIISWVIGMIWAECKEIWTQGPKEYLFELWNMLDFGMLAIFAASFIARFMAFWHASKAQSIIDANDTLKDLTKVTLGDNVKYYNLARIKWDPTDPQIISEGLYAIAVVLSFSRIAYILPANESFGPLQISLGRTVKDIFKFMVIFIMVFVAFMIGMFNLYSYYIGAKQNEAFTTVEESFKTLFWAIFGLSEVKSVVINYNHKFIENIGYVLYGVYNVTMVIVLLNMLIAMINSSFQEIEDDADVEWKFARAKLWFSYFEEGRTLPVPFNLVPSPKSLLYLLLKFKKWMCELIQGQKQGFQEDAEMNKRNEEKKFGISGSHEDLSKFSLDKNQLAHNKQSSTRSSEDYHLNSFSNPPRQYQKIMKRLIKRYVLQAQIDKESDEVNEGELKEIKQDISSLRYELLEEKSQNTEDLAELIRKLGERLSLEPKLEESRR
MrgX1 agonist = human MrgX1 receptor agonism, primary screen. Q96LB2. AID 588627. hit rate 0.44% among 310,000. MrgX1-HEK293 cells, Fluo-4 calcium fluorescence, agonist mode; stronger effect = higher value. B-score at 10 µM;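 active means calcium response B-score plate-corrected fluorescence ratio at least 3 library SD, with starting fluorescence B-score inside 5 SD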
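times = overnight plating, then 30 min 37 °C plus 30 min room-temperature dye loading | assay system = stable human MrgX1 HEK293 cell line | input = fifteen thousand cells per well | signal = kinetic calcium dye fluorescence, Fluo-4 NW | dosing = compound delivered in addition one of three | read-out = B-scored fluorescence response ratio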
MrgX1 antagonist = human MrgX1 receptor antagonism, primary screen; Q96LB2; MRGX1-HEK293 calcium flux, Fluo-4, BAM8-22 antagonism; stronger effect = lower value; B-score at 10 µM; hit rate 1.3% among 310,000;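 active means calcium-response B-score plate-corrected more than 3 library SD below zero, starting fluorescence within 5 deviations, no agonist response on first addition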;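 further: peak minus trough fluorescence over baseline after final BAM8-22 challenge near maximal dose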
AI-2 QS modul = modulates the Vibrio harveyi AI-2 quorum sensing system. Vibrio harveyi JMH597 AI-2 luminescence/OD600 ratio, 9 h; stronger effect = lower value; strain lacks LuxN and CqsS sensors; 0 = neutral-control median. hit rate 0.4% among 300,000. AID 2094. activity change, % at 7.5 µM; in the data active means activity change below about -75%, passing the limit was not always enough;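 further: luminescence divided by OD600 gain over 9 h not by final OD600 alone; inactives centre near 13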
TRPC4 block = blocks the mouse TRPC4 cation channel; Q9QUQ5; HEK293 TRPC4beta/mu-opioid, DAMGO-evoked Fluo4 calcium flux; stronger effect = lower value; B-score at 10 µM; hit rate 0.39% among 300,000; AID 2247;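 active means B-score over 3 SD under the library average, no early fluorescence shift, positive overall ratio signal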
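Assay system: HEK293 cells with stable TRPC4beta plus mu-opioid receptor expression. Dosing: single dose. Measured by: Fluo4 Ca2+ flux fluorescence. Also added: DAMGO in two steps, submaximal then maximal. Read-out: B score from integrated Fluo4 fluorescence ratio.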
TRPC4 PAM = TRPC4 (mouse) allosteric potentiation. HEK293 TRPC4beta/mu-opioid, DAMGO EC20, Fluo-4 Ca2+ flux; stronger effect = higher value. hit rate 0.42% among 310,000. AID 2227. B-score at 10 µM;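 active means B-score of calcium response area above 5 SD of library B-scores, with initial fluorescence ratio within 5 SD of library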;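 further: B-score of integrated fluorescence ratio over time as area under calcium response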
TRPC4 agonist = activators of mouse TRPC4 channel | hit rate 0.49% among 310,000 | HEK293 TRPC4beta/mu-opioid, Fluo4 calcium fluorescence; stronger effect = higher value | B-score at 10 µM;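 active means B-score above 5 SD of library B-scores, and initial fluorescence ratio not above library mean plus 5 SD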;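 further: positive B-score marks a calcium rise read as TRPC4 activation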
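Material: TRPC4beta and mu-opioid receptor HEK293 stable cells | Incubation: 45 min room-temperature Fluo4 loading, 110 s read | Detection: Kinetic Fluo4 calcium fluorescence | Measure: Integrated baseline-normalised fluorescence ratio, converted to per-well B score | Benchmarks: Low control buffer alone, high control maximal DAMGO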
PolyA inhibitor = yeast polyadenylation inhibition; S. cerevisiae SKY197-pL101 polyadenylation reporter, beta-gal luminescence; efflux-impaired pdr1/pdr3 knockout yeast; score 100 = 6 SD above DMSO; calls only at 12 µM; hit rate 0.02% among 300,000; AID 1875;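 active means lowest replicate activity score at least 50, where 100 means six control SD above control mean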;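 further: yeast exposed to compound for 9 h at 30 °C; higher score means more reporter readthrough which indicates perturbed polyadenylation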
TRPC6 act = activates the mouse TRPC6 cation channel. Q61143. HEK293-TRPC6 membrane potential dye fluorescence; stronger effect = higher value. B-score at 10 µM. hit rate 0.13% among 310,000;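 active means B-score of the integrated fluorescence ratio above library mean plus 3 SD, and starting fluorescence ratio within library mean plus 5 SD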;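 further: higher score means more depolarization so channel activation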
MrgX1 allo act = allosterically activates human MrgX1 receptor signaling | MrgX1-HEK293, Fluo-4 calcium flux, FDSS; stronger effect = higher value | hit rate 0.63% among 310,000 | B-score at 10 µM | Q96LB2 | AID 588675;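 active means plate-corrected calcium response at least 3 library SD above typical, normal starting fluorescence, not activating the receptor alone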;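 further: compound read alongside a low EC10 to EC30 dose of BAM8-22 agonist; peak minus trough fluorescence over baseline measured at the second addition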
HIF activator = HIF pathway transcriptional activation. U2OS HRE-luciferase reporter, luminescence; normalized: DMSO 0%, desferrioxamine 100%. activation, % at 7.5 µM (by protocol). hit rate 0.32% among 300,000. AID 1910;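 active means mean activation of at least 10% of the iron chelator positive control signal, with at least half of replicates also reaching 10%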
The depositor's hits bear a star; i = inactive; nt = not tested or not shown. These rows are one share of the data. The share of hits here may be higher or lower than overall.

item	structure	TRPC6 inh	MrgX1 agonist	MrgX1 antagonist	AI-2 QS modul	TRPC4 block	TRPC4 PAM	TRPC4 agonist	PolyA inhibitor	TRPC6 act	MrgX1 allo act	HIF activator
1	O=C1C2C(C(=O)N1/N=C/c1ccco1)C1C=CC2C12CC2 (stereo not drawn)	i	i	i	6	i	i	i	i	i	i	nt
2	COC(=O)CCC(=O)NNC(=O)C1CC1(c1ccccc1)c1ccccc1 (stereo not drawn)	i	i	i	-2	i	i	i	i	i	i	-1.9
3	CCCN1C(=O)SC(CC(=O)Nc2ccc(C)cc2)C1=O (stereo not drawn)	i	i	i	9	i	i	i	i	i	i	0.2
4	NC(=S)NNC(=O)COc1ccccc1O	i	i	i	19	i	i	i	i	i	i	-0.1
5	CCSc1nnc(NC(=O)c2nc3nc(C)cc(C)n3n2)s1	i	i	i	21	i	i	i	i	i	i	-0.5
6	CC1CCC(C(C)C)C(OCC(O)CNC(C)C)C1 (stereo not drawn)	i	i	i	12	i	i	i	i	i	i	-0.3
7	Cn1nccc1NC(=O)CC(CC(=O)O)c1ccccc1 (stereo not drawn)	i	i	i	7	i	i	i	i	i	i	-0.1
8	CC(C)Nc1nc(-c2ccncc2)nc(-c2ccc(Cl)cc2)c1C#N	i	i	i	8	i	i	i	i	i	i	-0.1
9	O=C(NC1(C(F)(F)F)C(=O)Nc2c1c(=O)[nH]c(=O)n2-c1ccc(F)cc1)c1cccnc1 (stereo not drawn)	i	i	i	14	i	i	i	i	i	i	0.4
10	c1csc(COc2ccccc2CNC2CCCCC2)c1	-11*	i	i	21	-10*	i	i	i	13*	i	0.2
11	Cc1cccc(S(=O)(=O)Nc2cccc(-c3cn4ccsc4n3)c2)c1	i	i	i	3	i	i	i	i	i	i	0.4
12	CCN(CC)CCCNC(=O)c1ccc(N2CCCCC2)c(NS(=O)(=O)c2ccc(C)cc2)c1	i	27*	i	10	i	i	i	i	i	i	-1.6
13	CC(C)C(=O)NC(=S)Nc1ccccc1N1CCN(C(=O)c2ccccc2)CC1	i	i	i	6	i	i	i	i	i	i	-0.5
14	COc1ccc(CC(=O)Nc2ccc(C)cc2O)cc1S(=O)(=O)N1CCOCC1	i	i	i	16	i	i	i	i	i	i	0.0
15	O=C1/C(=C/c2cccs2)SC(=S)N1CC(=O)N1CCCCC1CCO (stereo not drawn)	i	i	i	51	i	i	i	i	i	i	-0.3
16	Cc1cc(-n2nc(C)cc2C)n2nc(C)c(-c3ccc(Cl)cc3)c2n1	i	i	i	3	i	i	i	i	i	i	0.3
17	O=C(NCc1ccccc1F)C1CC(=O)N(c2ccc3c(c2)OCCO3)C1 (stereo not drawn)	i	i	i	7	i	i	i	i	i	i	-0.1
18	CCOc1ccc(-c2ccc(NS(=O)(=O)c3cc([N+](=O)[O-])c(C)c([N+](=O)[O-])c3)cc2)nn1	i	i	i	20	i	i	i	i	i	i	-0.8
19	CCOc1cc2nc(-c3ccc(OC)c(OC)c3)nc(NCCCN3CCOCC3)c2cc1OC	i	i	i	0	i	i	i	i	i	i	0.0
20	Cc1ccc(C)c(NC(=O)NNC(=O)c2cc3occc3[nH]2)c1	i	i	i	1	i	i	i	i	i	i	-0.3
21	Cc1ccc(CN2C(=O)N/C(=C\c3cccn3-c3cccc(C(=O)O)c3)C2=O)cc1	i	i	i	24	i	i	i	i	i	i	0.1
22	C/C(=N\NC(=O)c1ccc(Cn2cc(Br)cn2)o1)c1cccc(NC(=O)C(C)C)c1	i	i	i	25	i	i	i	i	i	i	0.4
23	C=CCNC(=O)COC(=O)c1nc2nccc(C)n2n1	i	i	i	6	i	i	i	i	i	i	-0.2
24	CCCN1CNc2c(c(=O)[nH]c(=S)n2CCc2ccc(OC)c(OC)c2)C1	i	i	i	6	i	i	i	i	i	i	-1.1
25	COc1cccc2c(N/N=C/c3ccccc3)cc(C)nc12	i	i	i	18	i	i	i	i	i	i	-3.8
26	COc1ccc(Cl)cc1C(=O)NC(=S)Nc1ccccc1N1CCOCC1	i	i	i	19	i	i	i	i	i	i	0.8
27	O=C(/C=C/c1ccc([N+](=O)[O-])s1)N1CCCC1	i	i	-4.6*	82	i	i	i	i	i	i	-0.3
28	Cc1cc(C)cc(N(CC(=O)N2CCc3ccccc32)S(=O)(=O)c2c(C)noc2C)c1	i	i	-7.3*	25	i	i	i	i	i	i	nt
29	O=C(CSc1nc(-c2ccccc2)cc(=O)[nH]1)Nc1ccccn1	i	i	i	19	i	i	i	i	i	i	-0.6
30	Cc1c(C(=O)OCC(=O)N2CC(=O)Nc3ccccc32)oc2ccc(Br)cc12	i	i	i	1	i	i	i	i	i	i	-0.2
31	COc1ccc(C2C(=O)N(C3CCCCC3)CC(=O)N2C2CCCCC2)cc1 (stereo not drawn)	i	i	i	-10	i	i	i	i	i	i	0.2
32	Cc1ccc(NC(=S)NNC(=O)c2ccc(N3CCOCC3)c([N+](=O)[O-])c2)cc1C	i	i	i	4	i	i	i	i	i	i	-0.4
33	COc1ccc(-n2nnc3c(=O)n(CC(=O)Nc4cc(C)on4)cnc32)cc1	i	i	i	3	i	i	i	i	i	i	0.0
34	CC1=CC(=C(C#N)C#N)C=C(C)N1Cc1ccc(Cl)cc1	i	i	i	9	i	i	i	i	i	i	-1.1
35	CC(=O)N(C(C)=O)S(=O)(=O)c1ccc(N=NN2CCOCC2)cc1	i	i	i	23	i	i	i	i	i	i	-2.1
36	COc1cccc(N(C(C)=O)c2nc(C)cc(C)c2C#N)c1	i	i	i	36	i	i	i	i	i	i	-0.4
37	Cc1cccc(-n2ncc3c(NCCCO)ncnc32)c1	i	i	i	39	i	i	i	i	i	i	3.4
38	CCOC(=O)c1cnc2c(C)cccc2c1Nc1ccc(N2CCOCC2)cc1	i	i	i	-2	i	i	i	i	i	i	-0.6
39	O=C(Nc1ccccc1N1CCCC1)C1CCN(S(=O)(=O)c2cccc(C(F)(F)F)c2)CC1	i	i	i	23	i	i	i	i	i	i	0.0
40	Cc1ccc(-c2nc(CS(=O)CC(=O)NCc3ccc4c(c3)OCO4)c(C)o2)cc1 (stereo not drawn)	i	i	i	18	i	i	i	i	i	i	-0.1
41	CC(=O)C(=Nc1ccc(Cl)cc1Cl)NNc1cccc(Cl)c1	i	i	i	17	i	i	i	i	i	i	1.6
42	CC(C)(C)c1nnc(NC(=O)c2cccs2)s1	i	i	i	10	i	i	i	i	i	i	2.5
43	O=C(/C=C/c1ccc(NC(=O)c2ccccc2-c2ccccc2C(=O)O)cc1)c1ccccc1	i	i	i	53	i	i	i	i	i	i	-21
44	CCOC(=O)c1ccc(NC(=O)CC2OCCN(CC)C2=O)cc1 (stereo not drawn)	i	i	i	9	i	i	i	i	i	i	0.2
45	Cc1cccc(Nc2ccccc2C(=O)OCC(=O)N(C)C2CCS(=O)(=O)C2)c1C (stereo not drawn)	i	i	i	15	i	i	i	i	i	i	-0.6
46	O=c1[nH]nc(CNc2ccc(O)cc2)c2ccccc12	i	i	i	12	i	i	i	i	i	i	-0.2
47	Cc1ccc(NC(=O)CSc2nnc(-c3cccnc3)n2-c2ccc(C)cc2)cc1	i	i	i	14	i	i	i	i	i	i	-0.5
48	Cn1c2c(c(=O)n(C)c1=O)C(c1ccccc1F)C(C#N)=C(N)O2 (stereo not drawn)	i	i	i	28	i	i	i	i	i	i	-1.3
49	COC(=O)C(Cc1ccccc1)NC(=O)CCNC(=O)c1ccco1 (stereo not drawn)	i	i	i	15	i	i	i	i	i	i	-34
50	COc1ccc(CCN(C)C(=O)c2ccc(S(=O)(=O)Nc3ccccc3F)cc2)cc1OC	i	i	i	18	i	i	i	i	i	i	-0.3
51	COc1ccc(S(=O)(=O)N2CCN=C2SCc2cccnc2)cc1	i	i	i	20	i	i	i	i	i	i	-0.2
52	Cc1nc(NC(=O)/C=C/c2ccccc2)sc1C(=O)Nc1ccccc1	i	i	i	17	i	i	i	i	i	i	-0.1
53	C/C(=N\NC(=O)CC#N)c1ccc(Oc2ccccc2)cc1	i	i	i	7	i	i	i	i	i	i	-0.9
54	Cn1c(CSc2nc3ccccc3s2)nnc1SCC(=O)NCCN1CCOCC1	i	i	i	22	i	i	i	i	i	i	0.0
55	CN1C(=O)C(Cl)(Cl)C(=O)c2ccccc21	i	nt	nt	21	i	i	i	i	i	nt	0.0
56	C#CCNC(=O)C1=C[C@@H](C2CC2)C[C@@H](OCc2ccc(CO)cc2)O1	i	i	i	27	i	i	i	i	i	i	-1.1
57	CC(/C=C1\SC(=S)N(CCC(=O)Nc2ccc(O)cc2)C1=O)=C\c1ccccc1	i	i	i	39	i	i	i	i	i	i	0.5
58	CCOc1ccc(Br)cc1S(=O)(=O)Nc1cccc(S(=O)(=O)NC2=NCCC2)c1	i	i	i	-3	i	i	i	i	i	i	0.3
59	Cc1cccc(NCN2C(=O)c3ccncc3C2=O)n1	i	i	i	8	i	i	i	i	i	i	nt
60	Cc1ccc(-c2cc(C(=O)NCCc3ccc(S(N)(=O)=O)cc3)c3ccccc3n2)cc1	i	i	i	-3	i	i	i	i	i	i	0.3
61	CCOc1ccc(OCCCCNCCN)cc1	i	i	i	26	i	i	i	i	i	i	-2.4
62	CCOc1ccc(NC(=S)NC(=O)/C=C/c2ccco2)cc1	i	i	i	0	i	i	i	i	i	i	0.2
63	O=c1cc(-c2ccc(Cl)c(Cl)c2)[nH][nH]1	-5.1*	i	i	20	i	i	i	i	i	i	-0.2

Bioassay records as filed in PubChem BioAssay.
